# Source: PubChem
# Pol eta inh: inhibitors of human DNA polymerase eta. recombinant Pol eta, fluorescent DNA replication assay. Potency, µM (doses to about 114 µM), for the others: top-dose activity change, negative = inhibition, usual class: inhibitors. hit rate 1.2% among 390,000. AID 588591; active = well fitted inhibition curve with a large enough effect; inconclusive = small, poorly fitted or top-dose-only effect, or another doubt; inactive = no such curve, though single readings can be large or run the other way
# Target sequence (Q9Y253 whole entry, looked up): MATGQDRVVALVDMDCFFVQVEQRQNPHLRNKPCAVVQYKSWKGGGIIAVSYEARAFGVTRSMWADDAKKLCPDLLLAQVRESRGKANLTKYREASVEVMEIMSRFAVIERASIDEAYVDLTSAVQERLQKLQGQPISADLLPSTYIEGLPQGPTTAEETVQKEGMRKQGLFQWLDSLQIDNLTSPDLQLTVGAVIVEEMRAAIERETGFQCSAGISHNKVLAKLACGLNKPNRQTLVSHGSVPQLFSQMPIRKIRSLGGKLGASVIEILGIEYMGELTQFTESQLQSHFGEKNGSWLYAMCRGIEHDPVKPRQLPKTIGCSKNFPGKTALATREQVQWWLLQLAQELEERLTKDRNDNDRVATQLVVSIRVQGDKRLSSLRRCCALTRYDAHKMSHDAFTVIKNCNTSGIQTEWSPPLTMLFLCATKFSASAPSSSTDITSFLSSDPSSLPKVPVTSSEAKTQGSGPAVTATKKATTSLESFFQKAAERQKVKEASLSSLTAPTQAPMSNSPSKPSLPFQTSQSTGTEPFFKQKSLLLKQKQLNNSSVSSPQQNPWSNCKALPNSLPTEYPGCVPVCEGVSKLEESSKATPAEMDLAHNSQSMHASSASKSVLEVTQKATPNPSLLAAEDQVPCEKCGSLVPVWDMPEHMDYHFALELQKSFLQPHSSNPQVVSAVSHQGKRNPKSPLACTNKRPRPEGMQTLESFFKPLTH
#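 Fluorescent replication assay: 50 nM final substrate added after a 15 min room-temperature compound preincubation with 10 nM enzyme. Signal taken at 0 min and again at 10 min.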
# Starred values were filed as active, the others as inactive; ? = inconclusive. % is set by controls: 0 for no effect and ±100 for the full control effect; potency is the fitted concentration of half-maximal effect. Some of the compounds tested. The share of hits here may be higher or lower than overall.
Pol eta inh	SMILES
-13.5%	COc1cc(C(=S)N2CCOCC2)cc(OC)c1OC(=O)c1ccccc1Cl
-24.4%	C[C@H](CO)N1C[C@H](C)[C@@H](CN(C)S(=O)(=O)c2ccccc2F)Oc2ncc(Br)cc2C1=O
-11.0%	Nc1ccn([C@@H]2O[C@H](CNCC3=CCOc4ccc(O)cc43)[C@@H](O)[C@H]2O)c(=O)n1
-0.6%	CNC(=O)C[C@H]1C(=O)N(c2ccc(Br)cc2)C[C@@H]1C
-9.7%	C[C@@H]1CN([C@H](C)CO)C(=O)CCCn2cc(nn2)CO[C@H]1CN(C)S(=O)(=O)c1ccc2c(c1)OCCCO2
-16.4%	CC(=O)N1CCc2cc(S(=O)(=O)C(C)CC(=O)NCc3ccco3)ccc21 (stereo not drawn)
-4.9%	CCn1c(SCC(=O)N2CCCCC2)nc2c([nH]c3ccccc32)c1=O
-24.3%	CN[C@H]1C[C@H]2c3[nH]c4ccc(-c5cccc(C)c5)cc4c3CCN2C[C@H]1[C@H](C)O
-16.9%	COC(=O)C[C@@H]1C[C@H]2c3cc(NC(=O)C4CCC4)ccc3O[C@H]2[C@@H](CO)O1
-16.2%	O=C(Nc1ccc(Br)cc1F)c1nc[nH]c1C(=O)N1CCc2ccccc2C1
?	Cc1nn2c(=O)[nH]cnc2c1Cl
5.2%	O=C1OC(c2cccc3c(F)cccc23)c2ccccc21 (stereo not drawn)
-1.6%	C[C@@H]1CCCCO[C@H](CN(C)C(=O)c2ccncc2)[C@H](C)CN([C@@H](C)CO)C(=O)c2cc(NC(=O)c3ccccc3)ccc2O1
-8.1%	CCC(=O)N(c1nnc(SCC(=O)Nc2sccc2C(N)=O)s1)C1CC1
3.1%	COc1ccccc1-c1cnc2c(c1)C(=O)N([C@@H](C)CO)C[C@@H](C)[C@H](CN(C)C(=O)c1cccnc1)O2
-1.0%	COCCCC1CCN(C(=O)C2CCC(=O)N(CCCc3ccccc3)C2)CC1 (stereo not drawn)
-29.0%	COc1ccc(-c2ccccc2C2=CC(=O)CC(C)(C)C2=O)cc1
?	CN1/C(=C/C=C/c2n(C)c3cc([N+](=O)[O-])c([N+](=O)[O-])cc3[n+]2C)C(C)(C)c2ccccc21
-5.8%	CCCC1NC(=O)c2cccnc2-n2c1nc1ccc(C)cc1c2=O (stereo not drawn)
-18.8%	COc1ccc(-n2cnnc2SCC(=O)NC2CC2)cc1
-4.2%	COc1ccc(NC(=O)c2cc(=O)[nH]c3ccccc23)cc1S(=O)(=O)N1CCOCC1
-13.5%	O=C(CCC(C(=O)c1ccccc1)c1ccccc1)c1ccccc1 (stereo not drawn)
-23.5%	CCN(CC(=O)Nc1ccc2c(c1)OCCO2)C(=O)/C=C/c1cc(Br)ccc1OC
-7.1%	CCOc1ccccc1OCCCC(=O)Nc1cc(S(=O)(=O)N2CCCCC2)ccc1C

# Part of the list above in a different format.
Structure: COc1ccc(-n2cnnc2SCC(=O)NC2CC2)cc1
  Pol eta inh: -18.8%

Structure: COc1ccc(NC(=O)c2cc(=O)[nH]c3ccccc23)cc1S(=O)(=O)N1CCOCC1
  Pol eta inh: -4.2%

# The list goes on.
Pol eta inh	SMILES
-24.8%	CC1C(=O)N(Cc2cn(Cc3ccco3)nn2)CCS(=O)(=O)N1Cc1ccc(-c2ccc(Cl)cc2)cc1 (stereo not drawn)
-22.9%	COCOCCn1cc(CN2CCS(=O)(=O)N(Cc3ccc(-c4cccc(N(C)C)c4)cc3)C(C(C)C)C2=O)nn1 (stereo not drawn)
-3.8%	Cc1ccc(S(=O)(=O)N(CCCc2c(C)nc(N)[nH]c2=O)Cc2ccc([N+](=O)[O-])cc2)cc1
-18.2%	Cc1cc2[nH]c(=O)c(=O)[nH]c2cc1S(=O)(=O)NCC(C)c1ccccc1 (stereo not drawn)
-5.2%	COc1cccc(-c2ccc3c(c2)O[C@@H](CN(C)Cc2cncnc2)[C@@H](C)CN([C@H](C)CO)S3(=O)=O)c1
-21.3%	Cc1ccc(S(=O)(=O)N2CCCCC2)cc1NC(=O)CCNC(=O)c1ccccc1Cl
-0.7%	CCOc1ccc(OCC(=O)Nc2cc(Cl)ccc2-n2cncn2)cc1
-18.1%	CSc1ncnc2c1ncn2CCCNCc1ccccn1
-13.5%	Cc1cc(C)c2c(=O)n3c(nc2c1)C(Cc1ccccc1)NC(=O)c1cccnc1-3 (stereo not drawn)
-3.3%	O=C(CSc1nc2ccccc2c(=O)n1-c1ccc(F)cc1F)NC1CCS(=O)(=O)C1 (stereo not drawn)
-4.2%	COc1cccc(/C=C2\SC(=S)N(CCCC(=O)N3CCOCC3)C2=O)c1
-0.3%	C[C@H]1CNC(=O)c2c(C(=O)N[C@@H](Cc3c[nH]c4ccccc34)C(=O)OC(C)(C)C)ncn21
-2.5%	Cc1cc(-c2nnn(CCCOC(C)(C)C)c2C)ccc1-c1cn(CCCOC(C)(C)C)nn1
-2.3%	CCN1CCN(c2ccc(NC(=O)CC3OC(=O)c4ccccc43)cc2C)CC1 (stereo not drawn)
-1.1%	CC1CCN(S(=O)(=O)N2CCC(C(=O)NC(C)c3ccccc3)CC2)CC1 (stereo not drawn)
-4.7%	CC1CN=C(NS(=O)(=O)c2ccccc2)N1 (stereo not drawn)
0.7%	COc1cc(C=NNc2ccccc2[N+](=O)[O-])cc(OC)c1OC
-23.3%	CC(C)C1C(=O)N(Cc2cn(CC3CCCCC3)nn2)CCS(=O)(=O)N1Cc1ccc(-c2ccc(Cl)cc2)cc1 (stereo not drawn)
-15.9%	COc1ccc(N2CCN(C(=O)C(=O)c3cn(CC(=O)N4CCCC4)c4ccccc34)CC2)cc1
-7.7%	C[C@H](CO)N1C[C@H](C)[C@H](CN(C)S(=O)(=O)c2cccs2)Oc2ncc(-c3cc4ccccc4o3)cc2C1=O
3.3%	COC(=O)CC1(C(=O)OC)Nc2cc(Cl)c(Cl)cc2S(=O)(=O)N1O (stereo not drawn)
-8.8%	CC(OC(=O)c1ccc2c(c1)OCO2)C(=O)NC1CCCCC1 (stereo not drawn)
-5.5%	C[C@H](CO)N1C[C@H](C)[C@@H](CN(C)C(=O)Nc2ccccc2)Oc2ncc(-c3ccc(C#N)cc3)cc2C1=O
-1.2%	COCCN(C(=O)CSc1nnc(-c2cccc(Cl)c2)n1N)c1c(N)n(CC(C)C)c(=O)[nH]c1=O

# Five records picked at random from those above:
Pol eta inh	SMILES
3.3%	COC(=O)CC1(C(=O)OC)Nc2cc(Cl)c(Cl)cc2S(=O)(=O)N1O (stereo not drawn)
-23.3%	CC(C)C1C(=O)N(Cc2cn(CC3CCCCC3)nn2)CCS(=O)(=O)N1Cc1ccc(-c2ccc(Cl)cc2)cc1 (stereo not drawn)
-7.7%	C[C@H](CO)N1C[C@H](C)[C@H](CN(C)S(=O)(=O)c2cccs2)Oc2ncc(-c3cc4ccccc4o3)cc2C1=O
-8.8%	CC(OC(=O)c1ccc2c(c1)OCO2)C(=O)NC1CCCCC1 (stereo not drawn)
0.7%	COc1cc(C=NNc2ccccc2[N+](=O)[O-])cc(OC)c1OC

# Next section
Pol eta inh	SMILES
-15.6%	C[C@H](CO)N1C[C@H](C)[C@@H](CN(C)C(=O)Cc2ccccc2)OCCCC[C@H](C)Oc2ccc(NC(=O)NC3CCCCC3)cc2C1=O
-14.1%	Cc1ccc(S(=O)(=O)N2CC3(O)CN(C(=O)OC(C)C)N(C(=O)OC(C)C)CC3(OC(=O)NCc3ccccc3F)C2)cc1 (stereo not drawn)
-8.5%	CC1=C(C(=O)N(C(C)C)C(C)C)CC(CC(=O)NCCCCc2ccccc2)C(=O)N1Cc1ccccc1 (stereo not drawn)
-0.4%	COc1ccc(-n2c(-c3ccc(Cl)cc3)n[nH]c2=S)c(OC)c1
-5.8%	CCN1CCN(S(=O)(=O)c2ccc(Cl)c(C(=O)N(C)C3CCCCC3)c2)CC1
1.1%	CCC(C)[C@H](NC(=O)[C@@H]1Cc2ccccc2CN1)C(=O)NCc1ccc(C)cc1 (stereo partly drawn)
-7.1%	Cc1cc2oc(C(=O)NCC(c3ccco3)N3CCCC3)c(C)c2cc1C (stereo not drawn)
-19.3%	O=C(CSc1nnc2ccccn12)Nc1ccccc1[N+](=O)[O-]
-14.9%	O=C(Nc1ccccc1)Nc1ncc(C(F)(F)F)cc1Cl
-5.6%	Nc1ccn([C@@H]2O[C@H](CNS(=O)(=O)c3cc4ccccc4s3)[C@@H](O)[C@H]2O)c(=O)n1
-6.7%	C[C@@H]1CN([C@H](C)CO)C(=O)CCCn2cc(nn2)CO[C@H]1CN(C)C(=O)OCc1ccccc1
-4.4%	S=C(Nc1ccccc1)Nc1ccccn1
?	CC1(C)CC(=O)C=C(c2cccc(OC(=O)c3ccc(Br)cc3)c2)C1=O
-1.4%	Cn1c(-c2ccccc2)cc(=NNS(C)(=O)=O)c2cc(S(=O)(=O)O)ccc21
-7.1%	COc1ccc2nc(Cl)c(C=O)c(N3CCOCC3)c2c1
-10.4%	C[C@@H]1CN([C@H](C)CO)C(=O)CCCn2cc(nn2)CO[C@H]1CN(C)S(=O)(=O)c1ccccc1
-8.1%	C[C@H](CO)N1C[C@H](C)[C@@H](CN(C)S(=O)(=O)c2ccc3c(c2)OCCCO3)OCc2cn(nn2)CCCC1=O
-17.1%	CCN(CC(=O)Nc1ccc(NC(C)=O)cc1)C(=O)C1CC(=O)N(c2ccc3c(c2)OCCO3)C1 (stereo not drawn)
-4.0%	O=S(CC(O)c1ccccc1)c1ccccc1 (stereo not drawn)
-21.2%	Cc1cn([C@H]2C[C@H](O)[C@@H](CNCc3ccc(CN(C)S(C)(=O)=O)o3)O2)c(=O)[nH]c1=O
-3.9%	CC(=O)Nc1nnc([N+](=O)[O-])s1
-16.2%	C[C@H](CO)N1C[C@H](C)[C@@H](CN(C)C(=O)Nc2ccccc2)Oc2cc(Br)ccc2S1(=O)=O
-4.7%	CNC(=O)C1CN(C(=O)c2nn(Cc3ccccc3)c(=O)c3ccccc23)c2ccccc2O1 (stereo not drawn)
-7.1%	CCCN1CCN(CCCNC(=O)CN2C(=O)COc3ccc(C(C)(C)C)cc32)CC1
-23.3%	c1ccc(NN(Cc2ccncc2)c2ccccc2)cc1
-19.0%	O=C(OCc1ccccc1)N1CCC2CC1c1cc(-c3cc4ccccc4o3)ccc12 (stereo not drawn)
-2.0%	C[C@@H]1CN([C@@H](C)CO)S(=O)(=O)c2ccc(Br)cc2O[C@H]1CN(C)C(=O)c1ccncc1
-9.5%	C[C@H](CO)N1C[C@H](C)[C@@H](CN(C)S(=O)(=O)c2cccs2)OCc2cnnn2CCCC1=O
-4.9%	CN[C@@H](CO)C(=O)NC[C@H]1O[C@@H](n2cc(C)c(=O)[nH]c2=O)C[C@@H]1O
-9.7%	C[C@H]1CN([C@@H](C)CO)S(=O)(=O)c2ccc(Br)cc2O[C@H]1CN(C)C(=O)Cc1ccccc1
-9.2%	CCOc1ccc(-c2cccc(NS(=O)(=O)c3cccc([N+](=O)[O-])c3)c2)nn1
-19.1%	O=S(=O)(c1ccc(NC(=S)NC23CC4CC(CC(C4)C2)C3)cc1)N1CCCCC1
-3.6%	Cc1c(C(=O)Nc2nccs2)oc2ccccc12
-21.3%	Cn1nc(SCc2ccccc2)c(=O)[nH]c1=O
-26.2%	Cc1ccc(S(=O)(=O)N2C[C@H]3N(C(=O)OC(C)C)N(C(=O)OC(C)C)C[C@H](OC(=O)NCc4ccccc4)[C@@]3(O)C2)cc1
-6.8%	CCC(=O)N(C)C[C@@H]1Oc2cc(Br)ccc2S(=O)(=O)N([C@@H](C)CO)C[C@@H]1C
-7.9%	Oc1ccc(C=NNC(=S)Nc2ccccc2)nc1
-11.3%	COc1ccc(S(=O)(=O)N2CCOCC2)cc1NC(=O)Cc1ccc(F)cc1
-22.0%	O=C(NCCCN1CCOCC1)/C(=C/c1ccc(-c2cccc([N+](=O)[O-])c2)o1)NC(=O)c1ccccc1
-9.9%	Nn1c(SCC(=O)N2CCCC2)nnc1C1CCCCC1
-7.5%	C[C@@H]1CN([C@H](C)CO)C(=O)c2cc(Br)cnc2O[C@@H]1CN(C)C(=O)C1CCOCC1
